CD11b adhes enh – CD11b/CD18-fibrinogen binding enhancement. 93,000 compounds, 0.07% hits. AID 1499. K562 CD11b/CD18 adhesion to fibrinogen, ATPlite luminescence. activation, % at 10 µM. P05107+P11215;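 active means 10 µM primary screen giving 50% or more activity, confirmed by 40% or more on retest at that dose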; further: strong numbers were not always called active
ERa coact pot – ER-alpha (human) coactivator binding potentiation. P03372. 86,000 compounds, 1.3% hits. coactivator binding (% of control), % at 25.6 µM. AID 639. TR-FRET ERalpha-LBD/SRC-Cy5 coactivator binding, 2 h; 100 = basal binding, no effect; in the data active means activity above about 200%;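 further: binding measured in presence of low estradiol as agonist stimulus; 0% = peptide alone without receptor and 100% = receptor with peptide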
Target sequence (P03372 whole entry, looked up, the tested form may be a part): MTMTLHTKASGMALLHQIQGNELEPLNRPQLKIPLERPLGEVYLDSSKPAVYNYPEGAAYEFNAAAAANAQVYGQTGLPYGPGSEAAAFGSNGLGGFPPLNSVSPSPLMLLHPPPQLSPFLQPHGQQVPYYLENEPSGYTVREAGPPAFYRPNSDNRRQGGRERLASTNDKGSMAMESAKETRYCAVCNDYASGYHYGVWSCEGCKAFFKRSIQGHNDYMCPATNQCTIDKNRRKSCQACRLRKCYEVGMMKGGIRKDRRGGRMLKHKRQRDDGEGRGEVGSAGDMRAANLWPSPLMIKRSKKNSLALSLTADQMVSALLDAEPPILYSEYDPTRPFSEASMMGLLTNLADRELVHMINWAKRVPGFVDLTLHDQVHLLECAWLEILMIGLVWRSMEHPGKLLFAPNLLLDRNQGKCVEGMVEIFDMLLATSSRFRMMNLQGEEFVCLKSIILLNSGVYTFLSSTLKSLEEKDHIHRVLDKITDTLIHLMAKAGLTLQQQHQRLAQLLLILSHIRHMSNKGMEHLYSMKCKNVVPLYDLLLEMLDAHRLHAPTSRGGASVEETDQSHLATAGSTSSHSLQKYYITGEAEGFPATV
CD11b adhes inh – CD11b/CD18-fibrinogen binding inhibition; K562 CD11b/CD18 adhesion to fibrinogen, ATPlite luminescence; Mn2+ added to activate the integrin; inhibition, % at 10 µM; 93,000 compounds, 0.54% hits; AID 1497;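 active means primary inhibition of 50% or more at 10 µM, then 40% or more on retest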; further: some results filed as inactive read as strong as hits
CYP2C19 act – activators of human cytochrome P450 2C19; P33261; recombinant CYP2C19, luciferin-H EGE luminescence; hits give high values; 0 = fully inhibited enzyme, 1 = untreated enzyme; activation factor at 5 µM; 96,000 tested, under 10 active; AID 1025;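 active means activation factor of at least 2 at 5 µM in the primary screen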;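 further: 0 = wells with 2.5 mM tranylcypromine and 1 = vehicle-only wells; values of inactives mirror those of a sister screen read the other way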
Target sequence (P33261 whole entry, looked up): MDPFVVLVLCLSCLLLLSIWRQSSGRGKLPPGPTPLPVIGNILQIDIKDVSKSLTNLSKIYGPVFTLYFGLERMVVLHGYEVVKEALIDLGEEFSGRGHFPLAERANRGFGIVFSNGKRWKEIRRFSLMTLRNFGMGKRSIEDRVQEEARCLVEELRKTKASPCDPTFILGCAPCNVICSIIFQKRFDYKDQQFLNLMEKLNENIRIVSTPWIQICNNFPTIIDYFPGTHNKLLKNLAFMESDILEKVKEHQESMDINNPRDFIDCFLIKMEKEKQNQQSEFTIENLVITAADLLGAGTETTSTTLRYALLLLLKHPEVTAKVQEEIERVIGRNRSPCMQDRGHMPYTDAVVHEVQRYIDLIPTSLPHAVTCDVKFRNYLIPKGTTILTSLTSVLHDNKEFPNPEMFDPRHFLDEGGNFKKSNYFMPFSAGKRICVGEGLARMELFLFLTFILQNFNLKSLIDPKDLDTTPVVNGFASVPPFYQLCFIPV
H69AR inhibit – growth inhibitors of human H69AR lung tumor cells | H69AR lung tumor viability, ATP luminescence, 72 h; hits give low values | viability, % at 10 µM | 85,000 compounds, 6% hits | AID 598;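 active means viability at or below 40%; inactive means viability above 40%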;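 further: multidrug resistant small cell line overexpressing MRP-1 efflux transporter; 100% = mean luminescence of untreated control wells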
Fibroblast inh – blocks proliferation of human lung fibroblasts | viability, % at 10 µM | AID 719 | 85,000 compounds, 1.1% hits | LL 47 human lung fibroblast viability, ATP luminescence; hits give low values;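 active means viability at or below 50% in the single dose screen; inactive means viability above 50%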;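 further: compound exposure lasted 72 h before the ATP readout; 100% = median luminescence of untreated cell-only wells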
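Material: Human LL 47 lung fibroblast cells | Input: 1,150 cells/well | Buffer or medium: IMEM plus 15% FBS | Compound dosing: 0.1% DMSO in all compound wells | Times: Overnight cell rest, 72 h compound treatment at 37 °C | Signal: CellTiter-Glo luminescence measuring cellular ATP | Measure: % viability versus median cells-only luminescence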
CYP2C19 inh – human CYP2C19 inhibition; P33261; CYP2C19 Supersomes, luciferin-H EGE luminescence, 30 min; inhibition, % at 5 µM; 96,000 compounds, 21% hits;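 active means CYP2C19 inhibition above a set limit at 5 µM in the primary screen, cut at about 50% in these data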;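 further: plate controls were negative control wells for no effect and 2.5 mM tranylcypromine positive control for full effect; values of inactives mirror those of a sister screen read the other way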
HUVEC inhibit – human endothelial cell proliferation inhibition; viability, % at 10 µM (by protocol); 86,000 compounds, 1.1% hits; HUVEC proliferation, CellTiter-Glo luminescence, 72 h; hits give low values;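 active means viability at or below 30%; inactive means viability above 30%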;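 further: 100% = median luminescence of DMSO-only cell control wells on each plate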
ERa coact inh – ER-alpha (human) coactivator binding inhibition; P03372; TR-FRET ER-alpha LBD / SRC-1 peptide, estradiol-bound; inhibition, % at 25.6 µM; 86,000 compounds, 1.7% hits; in the data active means inhibition above about 50%;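 further: 0% = receptor plus peptide control and 100% = peptide only without receptor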
The depositor's hits bear a star; x = not tested or not shown; + = active, no number; [ ] = dose if it differs, or a comment. This is a random part of the collection (roughly 26% active in at least one column).

SMILES	CD11b adhes enh	ERa coact pot	CD11b adhes inh	CYP2C19 act	H69AR inhibit	Fibroblast inh	CYP2C19 inh	HUVEC inhibit	ERa coact inh
CCOc1ccc(NC(=S)/C(=C(\[O-])c2ccc(C)c([N+](=O)[O-])c2)[n+]2ccccc2)cc1	11	102	-5	1.1	94	95	-8	90	-11
COc1ccc(C2(C(=O)Nc3nncs3)CCCC2)cc1	0	100	-16	0.5	83	96	48	95	2
C=C(C)Cn1c(NCCOC)nc2c1c(=O)[nH]c(=O)n2C	x	116	x	x	92	97	x	95	-2
CN(C)c1cc(NC(=O)CN2CCOCC2)c2ccccc2n1	x	129[fluorescence artefact?]	x	x	96	101	x	105	0
CCC1Cc2c(nc3c4c(nc(N5CCOCC5)c(C#N)c24)NC(C)=N3)O1 (stereo not drawn)	x	97	x	x	80	92	x	86	0
CS(=O)(=O)N(CC(=O)N1CCN(c2ccccc2)CC1)C1CCCCC1	3	101	0	1	101	98	-4	85	-6
CCn1c(=O)c2c3c(sc2n2c(SCc4ccc(F)cc4)nnc12)CCCC3	x	117	x	x	16*	81	x	66	0
CCCCn1c(SCC(=O)NCc2ccco2)nc2ccccc2c1=O	-4	x	-22	0.4	x	x	65*	x	x
COC(=O)[C@H](C(C)C)n1c(C)c(C(C)=O)c(C(C)=O)c1C	-2	106	-4	0.9	95	107	7	100	9
CC(=Nc1ccc(C)c(C)c1)C1=C(O)CSC1=O	1	102	6	0.3	94	109	65*	92	-9
N#Cc1cnc(SCCc2ccccc2)nc1N	1	131	-6	0.5	106	100	49	96	-5
COc1cccc(NC(=O)c2nnn(CCc3ccccc3)c2N)c1	2	100	-2	0.3	32*	86	73*	59	17
CCCCCCCCC(=O)N/N=C/c1ccccn1	7	x	-1	0.7	x	x	26	x	x
N=C1C(c2nc3ccccc3s2)=C(O)CN1Cc1ccco1	2	94[fluorescence artefact?]	2	0.7	65	100	26	81	-7
c1ccn2c(CNc3ncnc4sccc34)nnc2c1	x	74	x	x	87	107	x	91	11
O=C(NC1CCCCC1)c1cc([N+](=O)[O-])ccc1N1CCOCC1	-2	x	8	1	x	x	-2	x	x
C(/C=C/c1ccccc1)=N/N1CCN(c2ccccc2)CC1	-3	x	-3	0.9	x	x	7	x	x
Clc1cccc(Nc2ncnc3c2cnn3-c2ccccc2)c1	-4	88	-23	1.2	58	92	-17	77	5
CCCc1[nH]nc2c1C(c1ccc(O)cc1OCC)C(C#N)=C(N)O2 (stereo not drawn)	-4	x	10	0.2	x	x	76*	x	x
COCCNC(=S)NC1CC2CCCC(C1)N2Cc1ccco1 (stereo not drawn)	-1	x	13	0.5	x	x	46	x	x
CCCS(=O)(=O)N1CCN(Cc2ccccc2OCC)CC1	-2	107	-7	0.2	92	102	75*	100	-2
c1ccc2c(c1)nc(N1CCOCC1)c1nnnn12	1	125[fluorescence artefact?]	34	1.1	95	92	-6	90	9
CCCC1(CCC)NC(=O)N(CC(=O)Nc2ccccc2OC)C1=O	0	110	0	0.8	123	15*	17	96	-12
O=C(NC1CCCC1)c1cc2c(ccc3ccccc32)o1	3	85	-3	1	84	99	1	93	6
CCCCn1c(C(C)NC(=O)c2cccs2)nc2ccccc21 (stereo not drawn)	7	104	2	0.8	99	101	22	97	4[fluorescence artefact?]
Cn1c(=O)cc(SCC(=O)N2CCOCC2)c2ccc(Cl)cc21	x	103	x	x	85	104	x	98	9
COc1ccc(S(=O)(=O)N2CCCC(C(=O)N3CCOCC3)C2)cc1C (stereo not drawn)	10	103	-2	0.6	85	94	36	92	1
O=C(O)CSc1nnc(C2CC2)n1-c1ccccc1	-1	98[fluorescence artefact?]	10	1.1	110	105	-13	97	11
CCCOc1c(Br)cc(C(=O)NCC)cc1OC	-4	109	1	0.8	90	97	23	89	-21
CCCCN(CC)CCNC(=O)c1cc2c(=O)n(C)c3ccccc3c2n1C	0	124	9	1	55	85	-2	83	-4
COc1ccc(CNC(=O)CN(CC2CCCO2)C(=O)CNS(=O)(=O)c2ccc(C)cc2)cc1 (stereo not drawn)	0	94	6	1	82	99	1	100	3
Cc1ccc(CSc2nc3c(c(=O)[nH]2)CCC3)cc1	-4	89	-7	0.9	94	102	12	95	4
O=C(CCCN1C(=O)c2ccccc2C1=O)N1CCN(c2ccccn2)CC1	3	119	-2	0.9	101	98	7	108	8[fluorescence artefact?]
O=C(CCC1CC(=O)Nc2ccccc21)NCc1cccnc1 (stereo not drawn)	x	108[fluorescence artefact?]	x	x	100	96	x	90	4
OCCN1CCOCCOCCN(CCO)CCN(CCO)CC1	-4	96	-1	0.8	82	109	17	105	24
O=C(O)CCCC(=O)N1CCN(C(c2ccccc2)c2ccccc2)CC1	3	84[fluorescence artefact?]	3	x	95	100	x	94	3
O=c1[nH]c(CN2CCCCC2)nc2ccccc12	8	99	-3	1.1	106	96	-10	104	2
Cc1cc(C)c(NC(=O)CS(=O)CC(=O)Nc2cccnc2)c(C)c1 (stereo not drawn)	3	113	2	0.9	x	97	13	96	-7
Cc1cc(C)cc(OC(=O)CCN2C(=O)c3ccccc3C2=O)c1	x	100	x	x	100	106	x	97	1
COC(=O)C1CCN(c2cc(=O)n(Cc3ccc(F)cc3)c(=O)[nH]2)CC1	x	95	x	x	73	95	x	89	-15
CCc1ccc(-c2ccc(C(=O)O)cc2)nc1	-1	90	-12	0.9	87	95	14	84	10[fluorescence artefact?]
COCC(C)NC(=O)c1cc(-c2ccc(OC)c(OC)c2)on1 (stereo not drawn)	-2	114	-10	1	90	105	5	101	-6
COc1cc(/C=N/Nc2nn3cnnc3c3ccccc23)cc(OC)c1OC	-4	x	-10	0.8	x	x	19	x	x
CC(=O)N(Cc1ccc2c(c1)OCO2)C1CC(=O)N(CCc2ccccc2)C1=O (stereo not drawn)	1	94	-8	0.3	80	93	70*	91	-1
Cc1ccc(-c2ccc(/C=N/N=C3/NC(=O)C(CC(=O)O)S3)o2)c([N+](=O)[O-])c1 (stereo not drawn)	-4	89	0	1.1	91	107	-8	103	-2
CCOc1ccccc1-n1c(N)c(C(N)=O)sc1=S	-4	128	11	1	92	95	-5	86	-5
Cc1nnc(NC(=O)c2ccncc2)s1	-3	105	-6	1.1	91	104	-5	113	6
CSC1=NC(NCCCO)c2c(sc3c2CC(C)(C)OC3)N1 (stereo not drawn)	0	98[fluorescence artefact?]	-6	1.1	57	98	-11	87	-16
CCCn1c(=O)c(C(=O)NCc2ccccn2)c(O)c2ccccc21	x	95[fluorescence artefact?]	x	0.7	60	111	28	120	10
CCOCCCNC(=O)CN1CCN(Cc2ccccc2C)C1=O	3	126[fluorescence artefact?]	0	1.2	101	99	-21	101	-2
Continuation.
SMILES	CD11b adhes enh	ERa coact pot	CD11b adhes inh	CYP2C19 act	H69AR inhibit	Fibroblast inh	CYP2C19 inh	HUVEC inhibit	ERa coact inh
CC(C)(C)c1ccccc1OCC(=O)Nc1ncn[nH]1	0	117	-7	0.6	97	97	42	100	-3
CCCCn1c(=O)cc(O)c2ccccc21	-2	121	-12	1.1	102	104	-14	105	-4
CCN(CC)C(=O)N1CCN(S(=O)(=O)c2ccc(C)cc2)CC1	0	106	-13	0.7	116	94	30	97	-3
CC(=O)Nc1ccc(NC2=Nc3ccccc3N3C2=Nc2c(c(C)nn2-c2ccccc2)C3c2ccccc2)cc1 (stereo not drawn)	x	187[fluorescence artefact?]	x	0.8	67	33*	19	76	14[fluorescence artefact?]
Cc1ccc(C(=O)CSc2nc3cc(S(=O)(=O)N4CCOCC4)ccc3o2)cc1	-1	108	17	0.9	63	82	11	90	0
Cc1cccc(/C(N)=N/OC(=O)N2c3ccccc3Sc3ccccc32)c1	-1	x	3	0.7	x	x	27	x	x
Cc1cccc(CCNC(=O)C2CCN(S(=O)(=O)c3c(C)noc3C)CC2)c1	-1	114	-17	0.9	84	101	7	90	-8
CCOC(=O)c1ccc2[nH]c(C)c(CN3CCN(C)CC3)c(=O)c2c1	x	104	x	x	88	103	x	108	-20
Cc1cc(NS(=O)(=O)c2ccc(NC(=O)CN3C(=O)c4ccccc4C3=O)cc2)nc(C)n1	-1	106[fluorescence artefact?]	-3	1.1	85	104	-8	96	5[fluorescence artefact?]
CCC(C)(C)NC(=O)CN(C(=O)CCC(=O)Nc1cc(C)ccn1)c1ccc2c(c1)OCO2	3	109[fluorescence artefact?]	-12	0.4	93	95	58*	100	1
O=[N+]([O-])c1ccc(Cl)c(/C=N/N2CCN(c3ccccc3)CC2)c1	-2	x	0	0.8	x	x	17	x	x
COc1ccc(NC(=O)C2CCN(S(=O)(=O)c3cccc4cccnc34)CC2)cc1	-6	x	-5	0.9	x	x	9	x	x
COC(=O)[C@H](CCSC)NC(=O)Nc1cc(C)ccc1C	-2	113	-12	1	101	101	3	103	3
O=C(c1cccc(F)c1)N1CCN(c2cccc(C(F)(F)F)c2)CC1	-5	70	-20	0.1	67	x	88*	89	5
CCOC(=O)c1cc(C#N)c(SCc2cccc3ccccc23)nc1C	12	150	11	1	96	90	0	96	-3
Cc1ccc(NC(=O)c2cc(NC(=O)CCC(=O)O)ccc2N2CCCCC2)cc1	6	86[fluorescence artefact?]	5	0.9	82	106	13	99	-3
O=C1[C@@H]2C(Cc3ccc(O)cc3)NC3(C(=O)Nc4ccc(F)cc43)[C@@H]2C(=O)N1c1ccc(F)cc1 (stereo partly drawn)	-3	109	12	0.7	103	97	29	101	-1
O=c1nc2ccccc2c(NS(=O)(=O)c2ccccc2)n1-c1ccccc1	1	x	-4	1.1	x	x	-14	x	x
Cc1cccc(N2CCN(C(=O)Cn3cnc4c3c(=O)n(C)c(=O)n4C)CC2)c1C	x	112	x	x	70	98	x	98	4
CC1=C(C(N)=O)C(c2ccncc2)n2nc(-c3ccccc3Cl)nc2N1 (stereo not drawn)	-2	123	0	0.8	105	101	22	106	-3
CCN(CC)c1ccc(NC(=O)c2ccc(Br)o2)c(C)c1	6	110[fluorescence artefact?]	5	0.7	87	88	29	104	-5[fluorescence artefact?]
COc1ccc(C2CC(=O)C(C=NCCN3CCN(C(C)=O)CC3)=C(O)C2)cc1 (stereo not drawn)	x	104[fluorescence artefact?]	x	x	97	104	x	95	-2
CCOc1ccccc1N(CC(=O)NCC1CCCO1)C(=O)CCC(=O)Nc1ccccn1 (stereo not drawn)	4	119	-12	0.7	88	96	34	96	-4
Cc1ccccc1Nc1nc(N)nc(CN2C(=O)NC3(CCCCC3C)C2=O)n1 (stereo not drawn)	-3	135	-6	0.9	101	x	8	114	-2[fluorescence artefact?]
Nc1ccc(S(=O)(=O)NC(=O)c2ccccc2)cc1	x	110	x	x	99	91	x	104	-5
COc1ccc(-c2noc(CSc3nnc(Cc4ccccc4)n3-c3cccc(C)c3)n2)cc1OC	-2	+[fluorescence artefact?]	0	0	56	95	98*	99	2
COc1ccc(-c2cc(C(F)(F)F)n3nc(C(=O)NCc4ccco4)c(Cl)c3n2)cc1	5	110	1	0.7	37*	71	28	53	1
COc1ccc(Cn2nnnc2C(c2ccncc2)N2CCOCC2)cc1 (stereo not drawn)	0	98	-18	0.1	98	105	90*	93	-5

Screening data as filed in PubChem.
